Tat transport: E. coli Tat export inhibitors, primary screen, MC4100, TorA-mCherry reporter, fluorescence, single point; AID 488895, 2010; inhibition, % at 10 µM; 340,000 tested, 0.036% active;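 active = mean replicate inhibition at least 50% and at least half of replicates individually reaching 50%; inconclusive = only one of the two criteria met; inactive = neither criterion met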;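 note: exported cargo escapes ClpAP degradation while cytoplasmic cargo is degraded and loses fluorescence; 0% = median of neutral control wells and 100% = median of NaSCN control wells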
CDK5 p35 inh: inhibitors of human CDK5/p35 kinase, primary screen, biochemical, single concentration; 330,000 tested, 0.01% active; Recombinant CDK5/p35, ADP-Glo luminescence, 60 min; inhibition, % at 10 µM; Cyclin-dependent kinase 5 (Homo sapiens) + Cyclin-dependent kinase 5 activator 1 (Homo …;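 active = highest replicate inhibition of at least 50% and at least 75% of replicates reaching 50%; inconclusive = only one of the two criteria met; inactive = both criteria failed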;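 note: plate controls were DMSO neutral control for no effect and GW8510 at 10 µM for full effect; many of its hits are not listed in these tables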
Target sequence (Q00535 whole entry, looked up): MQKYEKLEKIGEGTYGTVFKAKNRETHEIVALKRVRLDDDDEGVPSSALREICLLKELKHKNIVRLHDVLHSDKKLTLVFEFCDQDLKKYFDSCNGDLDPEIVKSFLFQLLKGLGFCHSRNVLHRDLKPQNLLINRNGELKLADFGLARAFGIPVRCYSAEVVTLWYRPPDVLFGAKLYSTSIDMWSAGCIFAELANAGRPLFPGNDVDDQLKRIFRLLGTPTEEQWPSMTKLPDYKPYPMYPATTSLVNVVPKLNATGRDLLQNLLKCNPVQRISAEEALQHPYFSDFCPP
Target sequence (Q15078 whole entry, looked up): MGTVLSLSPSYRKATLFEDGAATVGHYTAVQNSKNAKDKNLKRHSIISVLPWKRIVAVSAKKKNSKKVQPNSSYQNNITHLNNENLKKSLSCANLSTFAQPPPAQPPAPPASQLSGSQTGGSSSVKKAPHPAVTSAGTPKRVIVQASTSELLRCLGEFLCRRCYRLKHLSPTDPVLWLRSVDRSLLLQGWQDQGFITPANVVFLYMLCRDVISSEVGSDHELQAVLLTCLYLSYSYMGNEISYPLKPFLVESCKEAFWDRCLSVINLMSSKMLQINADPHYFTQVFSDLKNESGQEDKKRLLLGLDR
MITF act: activators of MITF-driven TRPM1 promoter reporter, primary screen, cell-based, SK-MEL-5, luciferase, single point | SK-MEL-5 TRPM1-promoter luciferase, 24 h; % of positive control, neutral wells = 0 | activation, % at 12.5 µM | 300,000 tested, 0.75% active | AID 588334, 2011;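 active = mean activation of at least 80% with every replicate also reaching 80%; inconclusive = mean reaches 80% but some replicate falls short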;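 note: 0% = neutral control wells and 100% = parthenolide positive control wells; values of inactives mirror those of a sister screen read the other way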
dFosB activator: activators of delta FosB homodimer, primary screen, biochemical, fluorescence polarization, TAMRA-CDK5 oligo, single point; Protein FosB (Mus musculus), P13346; 340,000 tested, 0.99% active; purified delta FosB; percent of positive-control signal above neutral wells; AID 493131, 2011; activation, % at 25 µM;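 active = mean activation above about 17%, with every replicate also reaching it, limit read from the data, passing the limit was not always enough; inconclusive = only one of the two conditions met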;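 note: fluorescence polarization rise as delta FosB binds a TAMRA Cdk5 AP-1 oligo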
Target sequence (P13346 whole entry, looked up): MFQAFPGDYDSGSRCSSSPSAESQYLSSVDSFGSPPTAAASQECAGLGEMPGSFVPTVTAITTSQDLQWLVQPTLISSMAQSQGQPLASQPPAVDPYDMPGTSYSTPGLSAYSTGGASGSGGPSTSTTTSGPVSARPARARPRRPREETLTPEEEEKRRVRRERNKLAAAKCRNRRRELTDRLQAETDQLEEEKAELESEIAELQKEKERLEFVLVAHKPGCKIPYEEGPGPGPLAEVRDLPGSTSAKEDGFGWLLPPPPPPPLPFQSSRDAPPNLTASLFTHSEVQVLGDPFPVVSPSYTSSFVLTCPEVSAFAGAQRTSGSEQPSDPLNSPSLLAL
CAL PDZ FP-1: untagged CAL PDZ binding inhibitors, primary screen, biochemical, fluorescence polarization, HTS | inhibition, % at 24.9 µM | AID 602252, 2012 | Golgi-associated PDZ and coiled-coil motif-containing protein (Homo sapiens), Q9HD26 | purified CAL PDZ, TMR-peptide fluorescence polarization, 1 h | 300,000 tested, 0.92% active;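 active = mean inhibition of at least 30% with at least half of replicates also reaching 30%; inconclusive = no clear call, values can overlap the other calls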;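 note: 0% = DMSO neutral control and 100% = excess unlabeled competitor peptide PRC23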
Rtt109 Vps75: inhibitors of C. albicans Rtt109/Vps75 HAT, primary screen, biochemical, ThioGlo CoA-SH fluorescence, plate reader; Histone acetyltransferase RTT109 (Candida albicans (strain SC5314 / ATCC MYA-2876)), …; purified Rtt109/Vps75, 4 h; inhibition, % at 34.9 µM; 330,000 tested, 0.16% active;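 active = inhibition of at least 50% in every replicate; inconclusive = best replicate reaches 50% inhibition but some replicates fall short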
CAL PDZ FP-2: CAL PDZ peptide-binding inhibitors, primary screen, biochemical, fluorescence polarization, Cer-tagged CAL PDZ, HTS; Golgi-associated PDZ and coiled-coil motif-containing protein (Homo sapiens), Q9HD26; purified CAL PDZ, TMR-peptide fluorescence polarization, 1 h; 330,000 tested, 0.02% active; inhibition, % at 20 µM; AID 504414, 2011;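 active = highest replicate inhibition of at least 40%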;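 note: plate controls were DMSO neutral control wells for no effect and unlabeled competitor peptide control wells for full effect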
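Read-out basis: mP drop reported as inhibition | Assay system: Tagged CAL PDZ protein CerCALP, purified | Benchmarks: Unlabelled peptide for full inhibition, DMSO wells as neutral | Schedule: 1 h incubation at room temperature before polarization reading | Buffer or medium: Sodium phosphate/NaCl buffer pH 7.4 with TCEP, IgG, Thesit | Doses: Single point, 20 µM | Measured by: Fluorescence polarization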
Wnt act: Wnt/beta-catenin pathway activators, primary screen, cell-based, plate reader, single point | Wnt/beta-catenin reporter cell assay, activator | activation, % at 9.35 µM | 300,000 tested, 1.2% active; in the data active = activation above about 30%, passing the limit was not always enough; inconclusive = no clear call, values can overlap the other calls;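 note: 0% = neutral control wells and 100% = positive control wells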
V-ATPase pH: regulators of yeast V-ATPase proton pumping, primary screen, pHLuorin cytosolic pH fluorescence | S. cerevisiae | response, % at 10 µM | 350,000 tested, 0.37% active; in the data active = response mostly above about 7.3%, no sharp cut-off; inactive = mostly below about 5.4%; note: actives read high; inactives centre near 0; some compounds called inactive have numbers as strong as hits
RTF Ca sens act: cardiac RTF calcium sensitivity activators, primary screen, biochemical, IANBD-TnC fluorescence, EC20 calcium | Troponin I, cardiac muscle (Homo sapiens) + Troponin T, cardiac muscle (Homo sapiens) + … | IANBD-labeled TnC RTF fluorescence at EC20 calcium; 0% EC20 calcium, 100% full calcium | activation, % at 7.2 µM | 340,000 tested, 0.24% active;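 active = activation above the mean over all tested compounds plus 3 SD, cut at about 30% in these data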;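 note: rise in fluorescence read as greater calcium sensitivity of cardiac thin filaments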
Numbers without * were called inactive; ? = inconclusive; . = no result given; & = joins results of further samples. Random draw from the library. About 4.1% of those tested had a hit in this group.

Screens in order: Tat transport, CDK5 p35 inh, MITF act, dFosB activator, CAL PDZ FP-1, Rtt109 Vps75, CAL PDZ FP-2, Wnt act, V-ATPase pH, RTF Ca sens act
CCOc1ccc(NC(=S)N2CCC(c3ccc(C)cc3)C2)cc1 (stereo unspecified)
→ 0, -1.6, -9, 5, -4, -2, -1.2, -2, -2, 4
Cc1ccc(C(=O)NCC(=O)NCC(=O)OCC(=O)c2cccs2)cc1
→ -8, -5.6, 1, -9, 0, 6, -0.6, -2, 4, 9
Cc1ccc(C23CC4CC(CC(CC(=O)N5CCOCC5)(C4)C2)C3)cc1
→ 9, 0.5, -6, -6, -3, 8, -1.4, 2, 2, -5
Cc1ccc2nc(N(CCN(C)C)C(=O)/C=C/c3cccs3)sc2c1
→ 0, -0.9, -5, 10, 1, -1, 1.7, 2, 6, -1
C[C@H](O)[C@@H]1C(=O)N2CCc3ccc(-c4cccc(F)c4)cc3[C@@H]2C[C@@H]1N(C)S(=O)(=O)c1ccccc1
→ 15, -0.1, 3, -12, 10, -3, -1.7, -2, -2, -1
CCn1c(/C=C/c2cc[n+](C)cc2)nc2ccccc21
→ -8, 0.0, -14, 0, -3, 4, -0.1, 2, -51, 9
CCOC(=O)C1CCN(Cc2ccc(OCc3ccccc3)c(OC)c2)CC1
→ 2, -1.6, ., -2, -4, 1, 0.0, ., 4, 10
CCCCOC(=O)COc1ccc(Cl)cc1Cl
→ -4, 1.1, 6, -1, -3, 6, -2.6, -2, -1, -6
CC(NC(=O)C1CCC(=O)N1Cc1ccccc1Cl)c1ccccc1 (stereo unspecified)
→ 0, -1.4, -7, 0, -1, ., -0.2, -3, 2, 5
O=C(NC1CCCCC1)c1cc(C(=O)c2ccccc2Br)c[nH]1
→ -2, -4.3, 15, -10, ., -9, -5.3, 0, -2, 4
Brc1ccc(Sc2cnc3ccccc3n2)cc1
→ -7, -0.4, 31, 0, -3, 1, 0.8, 9, -3, 5
O=C(Nc1ccc(F)c(Cl)c1)Nn1cnnc1
→ 7, -4.3, -1, -6, -5, 21, -2.3, 1, 3, 3
CCN(Cc1nc2ccccc2c(=O)[nH]1)C(=O)c1ccc(C)c(NC(=O)c2ccco2)c1
→ 4, -0.1, 0, -10, ., -7, 0.7, -4, 9, -7
O=C(c1ccc([N+](=O)[O-])cc1)N1CCN(c2cccc3[nH]ccc23)CC1
→ -2, -0.1, ., -4, -5, -6, 0.1, -7, -3, -1
C[C@H](CO)N1C[C@H](C)[C@@H](CN(C)Cc2ccc(-c3ccccc3)cc2)Oc2c(NC(=O)Cc3ccccc3)cccc2C1=O
→ 1, 0.0, -10, 0, 4, 13, -1.1, ., -4, 10

Further records
Screens in order: Tat transport, CDK5 p35 inh, MITF act, dFosB activator, CAL PDZ FP-1, Rtt109 Vps75, CAL PDZ FP-2, Wnt act, V-ATPase pH, RTF Ca sens act
C=CCN1CCc2cc(O)c(O)cc2C(c2ccccc2)C1 (stereo unspecified)
→ 3, -0.2, -4, 1, -2, 3, -0.1, -1, 5, -2
COc1ccc(CCn2c(C)cc3c(c2=O)C(c2ccncc2)C(C#N)=C(N)O3)cc1OC (stereo unspecified)
→ -6&4, -0.3, -1, -7, 0, 1&-1, -0.1, 1, 1, -4
O=C(CSc1ccc2nnc(CCNC(=O)c3ccccc3)n2n1)NC1CCCC1
→ -1, -0.2, 2, 2, -2, -6, -1.9, -2, -3, -3
CC(=O)Nc1ccc(CN2CCCCCC2)cc1
→ 0, 1.8, ., -3, -5, 7, -0.3, -3, -4, 0
COC(=O)C1CCN(Cc2cn(-c3ccccc3)nc2-c2ccc3c(c2)OCO3)CC1
→ 6, -2.4, 3, -11, 2, 11, -1.4, -1, -3, -1
COc1ccc(-c2nc(CSCC(=O)NC3CC3)c(C)o2)cc1OC
→ -3, 0.3, 11, -5, 0, 4, -1.7, -4, 4, 2
O=C1CC(c2ccccc2)CN1Cc1ccccc1 (stereo unspecified)
→ -7, 1.0, 7, -2, ., 10, -0.3, ., 6, 2
O=C(NCC1CCCO1)c1sc2cc(Cl)ccc2c1Cl (stereo unspecified)
→ -5, 0.6, 20, 6, 2, 10, -1.2, ?, -1, 1
CC1CCc2cccc3c2N1c1cc(C#N)c(C#N)cc1O3 (stereo unspecified)
→ -5, -1.5, -1, -3, 1, 2, -0.4, -10, -4, 10
COc1ccccc1C1NC(c2ccccc2OC)C(C)C(=O)C1C (stereo unspecified)
→ 0, -2.3, 0, -2, ., 8, -2.8, ., 3, -5
COc1ccccc1NCN1C(=O)CCC1=O
→ -7, -1.4, ., -4, ., 1, 0.0, 1, -3, -6
CCOC(=O)c1cnc2c(Cl)cccc2c1NCCCN1CCOCC1
→ 5, 0.7, ., -4, -4, 3, -0.3, 5, 0, -4
O=C1CC(c2ccco2)CC(O)=C1C=NCCO (stereo unspecified)
→ 0, 0.3, 1, -1, ., 0, -0.4, ., 5, -4
O=C(CSC1=NCCS1)N1CCc2ccccc21
→ 0, 1.1, 49, 3, -2, 1, -1.7, ., 4, 2
COC(=O)Cn1cc(/C=N/NC(=O)COc2cccc3cccnc23)c2ccccc21
→ -12, 1.5, 1, -2, -4, -5, 0.9, -1, -2, 0

(list continues)
Screens in order: Tat transport, CDK5 p35 inh, MITF act, dFosB activator, CAL PDZ FP-1, Rtt109 Vps75, CAL PDZ FP-2, Wnt act, V-ATPase pH, RTF Ca sens act
O=C(COC(=O)c1ccc(NS(=O)(=O)c2cccs2)cc1)Nc1nc2c(F)c(F)c(F)cc2s1
→ -4, -1.6, 4, 37*, -5, -3, -1.6, ., -3, 1
Cc1cccc(NC(=O)COC(=O)CSc2ccccc2)c1C
→ -7, 1.3, -3, 1, 5, -3, -0.6, 0, 4, 7
CC(NC(=O)Cn1nc(C(F)(F)F)c2c1CCC2)c1ccccc1 (stereo unspecified)
→ -1, 0.4, 13, -5, 0, 4, -0.4, ., 0, 6
COc1ccc(CCNC(=O)CCC(=O)N2CCN(S(=O)(=O)c3ccc(Cl)cc3)CC2)cc1OC
→ -2, -2.1, 2, -9, -2, -4, -0.6, -6&0, 7, 15
Cc1ccc(S(=O)(=O)NC(CC(=O)N2CCOCC2)c2ccco2)cc1 (stereo unspecified)
→ 2, -2.1, -5, 9, 1, -1, 0.9, -2, 2, 0
O=C1CC(c2ccc(F)cc2)C2=C(CCCC2=O)N1 (stereo unspecified)
→ 0, 0.2, 0, -2, -1, -7, 0.1, ., -3, -4
O=C(O)C1CCN(S(=O)(=O)c2ccc(N3CCC(O)CC3)c([N+](=O)[O-])c2)CC1
→ 2, -0.2, 7, 1, -2, -2, -0.3, -1, -2, -4
CS(=O)(=O)N(CC(=O)NC1CCCC1)c1cccc(F)c1
→ ?, -2.3, -2, -2, -1, 3, -2.7, 3, 2, 9
Cc1nnc(SCC(=O)N2CC(C)OC(C)C2)n1-c1ccccc1 (stereo unspecified)
→ -4, -1.4, -7, -4, 6, -14, -1.8, 0, -4, -1
CCN(CC)CCCOc1ccc(Cl)c(Cl)c1
→ 0, -0.3, -6, -1, -4, ., -2.4, -6, 1, 0
O=C(Cc1ccccc1)N/N=C/c1ccc(Cl)cc1Cl
→ -5, -1.7, 8, 3, ., 3, -3.0, ., -1, -1
CC(=O)Nc1ccc2nc(NC(=O)COc3cccc(C)c3)sc2c1
→ -2, -0.4, -1, 47*, -3, -3, 12, -2, 1, -3
Cc1cc(C)c2nc(SCC(=O)Nc3cc(C)on3)c(C#N)cc2c1
→ -6, 0.3, 16, 4, -3, -7, -4.1, -2, 6, 2
CNC(=O)c1nnc(Cc2ccc(F)cc2)o1
→ 0, 0.1, ., -3, ., -3, -0.6, -2, 2, -8
CC(C)OCCCNc1ncc2c(n1)CC(c1ccc(N(C)C)cc1)CC2=O (stereo unspecified)
→ -5, 0.0, 4, -10, 2, 13, -0.9, ., 0, -15

Arranged by length of the SMILES (low to high): part of the list above.
Screens in order: Tat transport, CDK5 p35 inh, MITF act, dFosB activator, CAL PDZ FP-1, Rtt109 Vps75, CAL PDZ FP-2, Wnt act, V-ATPase pH, RTF Ca sens act
CCN(CC)CCCOc1ccc(Cl)c(Cl)c1
→ 0, -0.3, -6, -1, -4, ., -2.4, -6, 1, 0
O=C(Cc1ccccc1)N/N=C/c1ccc(Cl)cc1Cl
→ -5, -1.7, 8, 3, ., 3, -3.0, ., -1, -1
Cc1nnc(SCC(=O)N2CC(C)OC(C)C2)n1-c1ccccc1 (stereo unspecified)
→ -4, -1.4, -7, -4, 6, -14, -1.8, 0, -4, -1
CC(C)OCCCNc1ncc2c(n1)CC(c1ccc(N(C)C)cc1)CC2=O (stereo unspecified)
→ -5, 0.0, 4, -10, 2, 13, -0.9, ., 0, -15
O=C(O)C1CCN(S(=O)(=O)c2ccc(N3CCC(O)CC3)c([N+](=O)[O-])c2)CC1
→ 2, -0.2, 7, 1, -2, -2, -0.3, -1, -2, -4

Additional compounds follow:
Screens in order: Tat transport, CDK5 p35 inh, MITF act, dFosB activator, CAL PDZ FP-1, Rtt109 Vps75, CAL PDZ FP-2, Wnt act, V-ATPase pH, RTF Ca sens act
CCN1CCN(c2ccc(S(=O)(=O)N3CCCCC3)cc2NC(=O)Cc2c(F)cccc2Cl)CC1
→ 5, -1.1, 5, 14, ., 8, -1.1, 1, 3, 2
COc1ccc(N2C(=O)CC(N3CCN(S(=O)(=O)c4ccc(Cl)cc4)CC3)C2=O)cc1 (stereo unspecified)
→ 0, 0.2, 7, -5, -1, 7, -2.9, 0, 0, 0
COc1cccc(C(=O)N2CCN(C3CCC(c4ccccc4)CC3)CC2)c1 (stereo unspecified)
→ 7, 0.0, -3, -6, -4, 4, -1.1, ., 1, 3
O=C(CN1CCN(c2ccccc2O)CC1)NCCCc1ccccc1
→ 4, -1.2, 2, -7, -1, -1, -2.5, -1, 0, -4
CC(C)CCNC(=O)C(C)N(Cc1ccc(F)cc1)C(=O)c1ccc(CN2CCOCC2)o1 (stereo unspecified)
→ -3, 0.8, -7, -12, -2, -7, 0.6, -2, 9, -1
O=C(Nc1ncccc1O)c1ccc(C(=O)c2ccccc2)cc1
→ 2, 2.1, 62, 2, 3, 6, -2.0, 21, 1, -4
COc1ccc([C@H]2CC(=O)C=C(c3cc4ccccc4s3)C2)cc1
→ 0, -0.4, 37, -2, 0, -5, -0.7, -1, 0, -1

Source: PubChem
